DDE Tn6 FP inh – inhibitors of Tn6 peptide binding to fibrin DD(E), primary screen, biochemical, fluorescence polarization, human fibrin, Tn6 probe. Fibrinogen beta chain (Homo sapiens), P02675. Fibrin DD(E) TRITC-Tn6 fluorescence polarization displacement. inhibition, % at 8.3 µM. actives 0.21% (n = 370,000). AID 720509, 2013;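 active = inhibition above a per-campaign cutoff: mean of compounds within control limits plus 3 SD, cut at about 15% in these data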;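 note: 0% = median of all compound wells on the plate and 100% = blocking peptide control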
SIAE inh – human SIAE inhibitors, primary screen, biochemical, fluorescence polarization, FP-Rh probe, 1536-well HTS. inhibition, % at 9.66 µM. actives 0.69% (n = 370,000). Sialate O-acetylesterase (Homo sapiens), Q9HAT2. SIAE FP-Rh probe binding;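 active = inhibition above a cutoff: mean of compounds within the control limits plus 3 SD of those, cut at about 17% in these data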;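 note: 0% = plate median of compound wells and 100% = probe without SIAE protein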
ARFGAP1 inh – inhibitors of rat ARFGAP1 GAP activity, primary screen, biochemical, fluorescence polarization, GDP tracer. inhibition, % at 16.5 µM. actives 0.26% (n = 360,000). Arfgap1-stimulated ARF1 GTP hydrolysis, GDP FP detection;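 active = inhibition above a per-plate limit, mean inhibition of low control wells plus 3 SD, cut at about 25% in these data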;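 note: 0% = DMSO wells with enzyme and 100% = wells lacking Arfgap1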
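system = rat Arfgap1 catalytic domain, aa 1-136 | technique = FP, GDP Alexa 633 tracer displaced from anti-GDP antibody, 620/688 nm | compound = one concentration, 16.5 µM, DMSO 1.26% | medium = HEPES-based buffer, pH 7.5 | timing = compound-enzyme preincubation 20 min, reaction 120 min, detection 60 min, 25 °C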
TDP2 absorb – human TDP2 enzyme inhibitors, primary screen, biochemical, epi absorbance, recombinant enzyme; T5PNP hydrolysis, p-nitrophenol absorbance 415 nm; inhibition, % at 12.8 µM; AID 720702, 2013; actives 0.34% (n = 370,000); Tyrosyl-DNA phosphodiesterase 2 (Homo sapiens), O95551;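 active = inhibition above the mean of all tested compounds plus 3 SD, set per campaign, cut at about 25% in these data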;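 note: 0% = DMSO with enzyme and 100% = buffer with substrate but no TDP2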
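Incubation: 2 h at 37 °C; Test system: recombinant human TDP2; Quantity: enzyme 120 nM; Read-out basis: percent inhibition; Medium: 50 mM Tris-HCl pH 7.5 with Mg2+, KCl, DTT, BSA; Repeats: single replicate; Compound: 12.8 µM single point, 1% DMSO; Signal: epi absorbance; Reagent: 5 mM T5PNP chromogenic substrate; Benchmarks: no-enzyme high, DMSO-plus-enzyme low.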
ADAM10 inh – human ADAM10 inhibitors, primary screen, biochemical, QFRET, HTS; actives 0.62% (n = 370,000); recombinant ADAM10, EDANS/DABCYL FRET peptide cleavage, 3 h; Disintegrin and metalloproteinase domain-containing protein 10 (Homo sapiens), O14672; inhibition, % at 7 µM;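 active = inhibition above a per-campaign cutoff equal to the mean of compounds falling between control-based bounds plus 3 SD, cut at about 20% in these data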;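 note: 0% = DMSO wells while the 100% control is not disclosed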
ADAM17 inh – ADAM17 inhibitors, primary screen, biochemical, QFRET. Disintegrin and metalloproteinase domain-containing protein 17 (Homo sapiens), P78536. recombinant ADAM17, EDANS/DABCYL FRET peptide cleavage. inhibition, % at 6.95 µM. actives 0.83% (n = 370,000). AID 720648, 2013;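 active = inhibition above the mean of compounds lying between control limits plus 3 SD, set per campaign, cut at about 8.5% in these data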;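 note: 0% = DMSO-only wells as the low control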
Target sequence (P78536 215-824 limits assumed): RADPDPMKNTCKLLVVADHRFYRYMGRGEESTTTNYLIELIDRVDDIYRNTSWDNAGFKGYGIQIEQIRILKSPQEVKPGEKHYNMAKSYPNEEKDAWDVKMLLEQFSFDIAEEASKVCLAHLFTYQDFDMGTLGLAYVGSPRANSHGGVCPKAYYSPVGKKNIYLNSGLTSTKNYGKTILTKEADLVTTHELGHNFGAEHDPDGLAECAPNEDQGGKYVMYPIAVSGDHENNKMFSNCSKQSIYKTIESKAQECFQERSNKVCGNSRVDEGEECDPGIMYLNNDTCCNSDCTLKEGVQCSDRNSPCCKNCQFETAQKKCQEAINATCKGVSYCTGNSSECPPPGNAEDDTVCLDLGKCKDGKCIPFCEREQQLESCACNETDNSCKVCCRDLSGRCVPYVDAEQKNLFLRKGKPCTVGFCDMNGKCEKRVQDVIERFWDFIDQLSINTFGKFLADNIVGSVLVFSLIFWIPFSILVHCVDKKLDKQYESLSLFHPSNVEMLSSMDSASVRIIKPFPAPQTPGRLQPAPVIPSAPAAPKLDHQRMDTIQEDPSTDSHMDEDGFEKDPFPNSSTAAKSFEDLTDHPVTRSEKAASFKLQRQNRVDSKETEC
PLC-beta3 inh – human PLC-beta3 inhibitors, primary screen, biochemical, fluorescence; 1-phosphatidylinositol 4,5-bisphosphate phosphodiesterase beta-3 (Homo sapiens), Q01970; Purified PLC-beta3, fluorogenic substrate; inhibition, % at 12.2 µM; actives 0.18% (n = 370,000); in the data active = inhibition above about 11%;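 note: 0% = median of compound wells on plate and 100% = full blocker control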
PLCg1 inh – PLC-gamma1 enzyme inhibitors, primary screen, biochemical, fluorescence, purified enzyme; AID 720700, 2013; inhibition, % at 12.2 µM; fluorogenic substrate; actives 0.84% (n = 370,000); in the data active = inhibition above about 9.5%
DDE Tn7 FP inh – inhibitors of Tn7 peptide binding to fibrin DD(E), primary screen, biochemical, fluorescence polarization, human fibrin, Tn7 probe; FP displacement of FITC-Tn7 peptide from fibrin DD(E); 0% = median of compound wells per plate; inhibition, % at 8.3 µM; actives 0.13% (n = 370,000); AID 720508, 2013;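 active = inhibition above the mean of compounds falling within the control limits plus 3 SD of them, cut at about 14% in these data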;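 note: 0% = plate median of compound wells and 100% = 10 µM Aha-Tn7 peptide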
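assay system = human clot-derived fibrin DD(E) complex | quantity = Fibrin-DD(E) at 2 µM final | timing = 10 min preincubation, 3 h with tracer, room temperature | signal = fluorescence polarization | measure = percent inhibition | benchmarks = high control wells with 10 µM unlabelled Aha-Tn7 peptide (full inhibition) | replicates = singlicate testing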
ASAP1 inh – inhibitors of human ASAP1 ArfGAP activity, primary screen, biochemical, fluorescence polarization | Arf-GAP with SH3 domain, ANK repeat and PH domain-containing protein 1 (Homo sapiens), … | actives 0.19% (n = 360,000) | inhibition, % at 16.5 µM | ASAP1-stimulated ARF1 GTP hydrolysis, GDP FP detection; in the data active = inhibition above about 25%;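 note: 0% = vehicle with enzyme and substrate and 100% = no enzyme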
Target sequence (Q9ULH1 325-724 limits assumed): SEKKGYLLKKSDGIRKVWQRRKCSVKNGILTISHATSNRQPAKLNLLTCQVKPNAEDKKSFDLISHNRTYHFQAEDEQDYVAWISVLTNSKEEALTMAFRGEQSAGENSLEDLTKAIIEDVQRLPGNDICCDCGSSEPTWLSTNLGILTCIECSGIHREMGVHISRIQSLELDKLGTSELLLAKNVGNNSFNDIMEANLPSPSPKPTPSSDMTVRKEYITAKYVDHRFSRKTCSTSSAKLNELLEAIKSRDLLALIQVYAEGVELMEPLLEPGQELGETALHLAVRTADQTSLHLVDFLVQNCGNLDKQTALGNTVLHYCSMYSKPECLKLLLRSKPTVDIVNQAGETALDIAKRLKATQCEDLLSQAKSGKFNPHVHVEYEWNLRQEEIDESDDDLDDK
The depositor's hits bear a star.

Value order – DDE Tn6 FP inh	ARFGAP1 inh	TDP2 absorb	SIAE inh	DDE Tn7 FP inh	ADAM10 inh	PLC-beta3 inh	PLCg1 inh	ADAM17 inh	ASAP1 inh
COc1ccc(CCN2C(=O)NC(NS(=O)(=O)c3ccc(NC(C)=O)cc3)(C(F)(F)F)C2=O)cc1OC (configuration not stated)
    2	1	-2	-1	5	-8	-1	-2	-5	5
O=C(CN(c1ccc(F)cc1)S(=O)(=O)c1ccc2c(c1)OCCO2)NCc1ccccn1
    -6	2	-3	1	-11	2	2	4	2	0
O=C(NNC(=O)C1CC(c2cccs2)=NO1)Nc1ccccc1 (configuration not stated)
    1	2	6	-5	7	2	-9	5	-6	7
COc1ccc([C@H]2C[C@H](O)[C@@H](n3cc(COC(=O)c4ccccc4)nn3)CN2CC2CCCCC2)cc1
    -1	8	-4	-15	1	6	-4	-4	7	-10
Cc1ccccc1NC(=S)NC(=O)c1cc(-c2ccccc2)nc2ccccc12
    0	-8	2	-23	9	-8	0	-2	-6	-2
COC(=O)c1cc(Nc2cc(C)c3ccc(O)cc3n2)cc(C(=O)OC)c1
    -2	-1	4	-106	5	-97	-40	-22	-39	-7
COc1ccccc1NC(=O)c1ccc(NC2=NC3CS(=O)(=O)CC3S2)cc1 (configuration not stated)
    -8	-8	-2	1	-1	-3	-2	-1	-1	2
CC(C)(C)C(=O)Nc1ccccc1N1CCN(C(=O)c2ccc(Cl)cc2)CC1
    -4	4	-2	14	0	-13	-3	-1	-5	9
COc1ccc(C(CNC(=O)COc2ccc(Cl)cc2C)N2CCCCC2)cc1 (configuration not stated)
    -1	6	6	4	-2	-5	-4	3	1	-7
Cc1ccc(C2CC(=O)NC(SCCC(C)C)=C2C#N)cc1 (configuration not stated)
    4	-3	-13	4	-6	-4	5	0	1	-3
Cc1cccc(N2C(=S)N=C(Nc3c(C)cccc3C)C23CCOC(C)(C)C3)c1 (configuration not stated)
    -4	4	5	1	2	7	2	0	0	9
COc1ccc(OC)c(NC(=O)CSc2nnc(CNC(=O)c3ccco3)o2)c1
    -7	6	1	-3	0	11	4	2	-2	3
COc1cc(CNC(C)c2ccccc2)cc(Br)c1OCc1ccccc1 (configuration not stated)
    2	-5	8	-2	-5	12	-5	6	5	0
O=C(O/N=C(/c1ccccc1)c1ccncc1)c1ccccc1[N+](=O)[O-]
    6	-4	-2	8	-1	0	-6	1	-3	0
Cn1ncc2cc(NC(=S)NC(=O)c3ccccc3)ccc21
    -4	5	-5	-2	-4	-10	-5	1	-3	10
CCN(CC)Cc1c(C(=O)N/N=C/c2ccncc2)nnn1-c1nonc1N
    3	-3	11	1	4	-6	2	0	-2	3
O=C1c2cccc3cccc(c23)C(=O)N1Cc1ccco1
    -1	-13	7	2	2	-10	0	1	-3	8
Cc1cc(C)c(OCCN(C)Cc2ccccc2)c(Br)c1
    -5	-1	-2	5	-3	7	-4	3	0	6
CCC(C)NC(=O)CN(c1cc(C)cc(C)c1)S(=O)(=O)c1c(C)[nH]c(=O)[nH]c1=O (configuration not stated)
    9	1	-11	1	-3	7	-5	2	2	0
C=C(C)C(=O)OCC(C)C
    1	-5	10	-2	-3	-1	2	2	0	9
C=CCSc1nnc(CSc2nc3sc4c(c3c(=O)[nH]2)CCCC4)n1-c1ccccc1
    -4	-20	-19	-9	-9	-259	-4	2	-79	3
O=C(c1ccccc1)c1ccccc1NC(=O)C1CCCN1Cc1ccccc1 (configuration not stated)
    -18	4	11	1	0	1	-4	2	0	9
NC(=O)CCC(NS(=O)(=O)c1ccc(Cl)cc1)C(=O)NCC1CCCCC1 (configuration not stated)
    -1	8	-1	2	-1	-2	-15	-6	0	7
COC(=O)c1ccc(-c2noc(CN3C[C@H]4CC[C@H]3C4)n2)cc1
    5	-4	-1	1	2	-3	0	-3	-2	-4
O=C(c1cccs1)N1CCN(c2ccc(Cl)cc2)CC1
    11	2	-4	-15	8	3	1	-2	-1	-15
S=C(NCc1ccccc1)N1CCN(C(=S)NCc2ccccc2)CC1
    0	14	-3	4	4	-6	-5	-1	-4	4
Cc1cc2nc(SCC(=O)N(C)C)c3c(c2cc1C)CCCC3
    -10	-2	-14	4	-6	-1	-9	-8	0	-1
COc1cc(CCN2C(=O)c3cccc4cccc(c34)C2=O)c(S(=O)(=O)NCCO)cc1OC
    5	7	-3	-10	5	0	3	2	2	-12
Cc1nc2ccc(-n3ccc(=O)cc3)cc2s1
    6	3	-7	3	0	-1	3	8	2	-9
COc1ccc(C(=O)NC2CCCc3ccccc32)cc1Br (configuration not stated)
    -8	15	6	-8	4	3	-6	-1	-2	-8

Reformatted bar-delimited: entries from further up.
compound | DDE Tn6 FP inh | ARFGAP1 inh | TDP2 absorb | SIAE inh | DDE Tn7 FP inh | ADAM10 inh | PLC-beta3 inh | PLCg1 inh | ADAM17 inh | ASAP1 inh
O=C(c1ccccc1)c1ccccc1NC(=O)C1CCCN1Cc1ccccc1 (configuration not stated) | -18 | 4 | 11 | 1 | 0 | 1 | -4 | 2 | 0 | 9
NC(=O)CCC(NS(=O)(=O)c1ccc(Cl)cc1)C(=O)NCC1CCCCC1 (configuration not stated) | -1 | 8 | -1 | 2 | -1 | -2 | -15 | -6 | 0 | 7
COC(=O)c1ccc(-c2noc(CN3C[C@H]4CC[C@H]3C4)n2)cc1 | 5 | -4 | -1 | 1 | 2 | -3 | 0 | -3 | -2 | -4

The list continues.
Value order – DDE Tn6 FP inh	ARFGAP1 inh	TDP2 absorb	SIAE inh	DDE Tn7 FP inh	ADAM10 inh	PLC-beta3 inh	PLCg1 inh	ADAM17 inh	ASAP1 inh
CCCS(=O)(=O)N1CCCC(c2nc(-c3cccc(OC)c3)no2)C1 (configuration not stated)
    -5	12	3	-2	-5	-2	-3	-2	-6	2
Cc1oncc1-c1cn2ccccc2n1
    1	6	1	1	1	-33	-3	-3	-11	6
COc1ccc(NC(=O)Cn2nnc(C(=O)NCc3ccc(C)cc3)c2N)cc1OC
    11	-5	4	4	3	5	0	-1	1	-1
CC(C)CNC(=O)COC(=O)CCC(=O)c1ccc(Cl)cc1
    -6	4	-7	-2	-1	8	-4	2	4	-1
Cc1cc2nc3c(=O)[nH]c(=O)[nH]c3nc2c([N+](=O)[O-])c1N
    -6	12	-13	12	31*	-15	-105	-71	-7	14
CS(=O)(=O)Nc1ccc(C(=O)NC2CCCCC2)cc1
    5	3	7	-6	-7	-9	4	-2	-5	8
O=C(Nc1ccc(S(=O)(=O)Nc2ncccn2)cc1)C1=COCCO1
    1	-3	-6	0	0	-4	-19	-18	-6	2
COc1ccc(C2=NN(C(=O)CCC(=O)O)C(c3ccccc3OC)C2)cc1 (configuration not stated)
    -2	6	2	-2	-2	-29	-5	-4	-11	-4
CCCN(C1CCS(=O)(=O)C1)S(=O)(=O)c1ccc(F)cc1 (configuration not stated)
    -1	0	4	0	4	-10	-5	2	-2	3
COCOCCn1cc(CN2CCS(=O)(=O)N(Cc3ccc(-c4ccncc4)cc3)C(C)C2=O)nn1 (configuration not stated)
    -3	-8	3	1	-5	0	4	1	-2	-6
CCc1c(C)nc2nc(NC(C)=O)[nH]n2c1=O
    -14	-2	3	-3	-2	0	4	2	-3	-14
COc1cc2c(=O)n(CCC(=O)NCC3CCCO3)c(=O)n(CC(=O)Nc3ccc(C)cc3C)c2cc1OC (configuration not stated)
    4	4	-7	-5	1	-20	-5	1	-3	4
CCN(CC)C(=O)CC1(c2ccccc2OC)CCOC(C(C)C)C1 (configuration not stated)
    3	-5	-4	1	0	-8	-1	-3	-4	-10
O=C(CCS(=O)(=O)Cc1ccccc1F)NCc1ccccc1Cl
    7	16	-1	7	6	3	-5	1	-5	-10
CC1(C)Cc2nc3sc4c(SCC(=O)NCc5ccco5)ncnc4c3cc2CO1
    6	9	1	-4	-3	3	-5	-1	-2	2
Cc1ccc2nsnc2c1NC(=O)c1cccnc1Cl
    3	5	3	0	2	-12	-47	-40	-4	-4
O=C(N/C(=C/c1ccc(Br)cc1)C(=O)N1CCCCC1)c1ccccc1F
    3	7	7	-2	-2	-2	-7	-4	1	-4
Cc1noc(/C=C/N(C)C)c1S(=O)(=O)N1CCCC(C(=O)N2CCc3ccccc32)C1 (configuration not stated)
    4	7	7	-2	-2	-3	-6	-4	4	-17
CCOC(=O)C1=C(C)NC(=O)NC1C(C)C (configuration not stated)
    -3	7	-5	8	2	-3	-1	-2	-4	3
COc1ccc(N2CCN(c3oc(COc4ccccc4)nc3C#N)CC2)cc1
    7	8	-5	9	-2	9	-2	2	3	5
c1ccc(CSCCc2ccncc2)cc1
    0	2	-9	-1	6	6	-1	-4	-1	-3
CCCOc1ccccc1C(=O)N(Cc1cccc(Br)c1)C1CCS(=O)(=O)C1 (configuration not stated)
    -2	-5	4	-8	3	-5	-2	2	2	-1
CCNC(=S)/N=C(/Nc1ccccc1)Nc1nc(C)cc(C)n1
    6	-5	-2	-9	3	-5	-3	2	-2	-2
O=C(CN1CCN(Cc2ccccc2F)C1=O)NCc1ccco1
    -5	0	-7	-4	3	1	2	0	-7	-8
CC1SC(=NC(=O)C(C)N2C(=O)c3ccccc3C2=O)NC1=O (configuration not stated)
    2	0	-2	0	-7	-9	-1	0	-1	-9
CC1(C)CC(=O)C=C(Nc2ccccn2)C1
    -8	-9	-1	-10	-5	-15	-2	-5	-4	-1
COc1ccc(C(=O)NCC2OCCc3ccccc32)c(O)c1 (configuration not stated)
    -1	14	-4	2	-3	-22	-2	-1	-9	-2

Assay outcomes: PubChem BioAssay, The Scripps Research Institute Molecular Screening Center
